# Screening results as filed in PubChem BioAssay.
# IL-2 act = qHTS of IL-2 Activators; IL-2 activation reporter assay, cell-based qHTS; stimulated with anti-CD3/CD4/CD28 beads; in transgenic mouse T cells; activation, % (series mostly up to about 46 µM); 0.065% of 360,000 active; AID 652025, 2013; in the data active means activation above about 50%; inconclusive means mostly about 30% to 49%; further: 0% is about no effect
#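 Unstimulated transgenic mouse T cells preincubated 60 min with compound, then stimulated with anti-CD3/anti-CD4-coated beads plus anti-CD28 for 18 h at 37 degrees C. IL-2 response read as EGFP and DsRed fluorescence by plate cytometry.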
# D3 antag = qHTS of D3 Dopamine Receptor Antagonist: qHTS | D(3) dopamine receptor (Homo sapiens), P35462 | D3R cells, DiscoveRx beta-arrestin luminescence, antagonist mode; stronger effect = lower value | max response, negative = inhibition, % | 2.5% of 360,000 active | AID 652054, 2013; in the data active means max response below about -50%; inconclusive means no clear call, values can overlap the other calls; further: on the % scale 0 is the no-effect control and ±100 the full control effect; mostly tested at two doses, the higher about 12 µM
#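 Cells expressing the human receptor were seeded at 1500 cells/well, incubated overnight at 37 degrees C in 5% CO2, then exposed to library compounds with dopamine controls for 90 minutes at 37 degrees C before luminescent detection.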
# GLP1R inv ag = qHTS of GLP-1 Receptor Inverse Agonists (Inhibition Mode) | Glucagon-like peptide 1 receptor (Homo sapiens), P43220 | HEK293 GLP-1R CRE-luciferase, luminescence, 24 h; GLP-1R form is constitutively active | Potency, µM (doses to about 38.3 µM), without a hit: at the top dose activity change, negative = inhibition, most hits filed as inhibitors | 1.6% of 410,000 active; further: potency means the concentration at half of the fitted maximal effect; on the % scale 0 is the no-effect control and ±100 the full control effect; nearly all actives have a fitted effect of over 55% in size
#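 GLP-1R inverse agonism mode: basal reporter luminescence in engineered HEK293 cells measured after one day of compound exposure at 37 deg C, with a 12 min room-temperature detection step.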
# WRN inhibitor = qHTS for Inhibitors of WRN Helicase; Bifunctional 3'-5' exonuclease/ATP-dependent helicase WRN (Homo sapiens), Q14191; WRN helicase unwinding, fluorescent forked duplex, kinetic; Potency, µM (doses to about 114 µM), for inactives: top-dose activity change, negative = inhibition, actives largely listed as inhibitors; 0.46% of 360,000 active; further: potency means the concentration at half of the fitted maximal effect; on the % scale 0 is the no-effect control and ±100 the full control effect; nearly all actives have a fitted effect of over 55% in size
# Target sequence (Q14191 whole entry, looked up): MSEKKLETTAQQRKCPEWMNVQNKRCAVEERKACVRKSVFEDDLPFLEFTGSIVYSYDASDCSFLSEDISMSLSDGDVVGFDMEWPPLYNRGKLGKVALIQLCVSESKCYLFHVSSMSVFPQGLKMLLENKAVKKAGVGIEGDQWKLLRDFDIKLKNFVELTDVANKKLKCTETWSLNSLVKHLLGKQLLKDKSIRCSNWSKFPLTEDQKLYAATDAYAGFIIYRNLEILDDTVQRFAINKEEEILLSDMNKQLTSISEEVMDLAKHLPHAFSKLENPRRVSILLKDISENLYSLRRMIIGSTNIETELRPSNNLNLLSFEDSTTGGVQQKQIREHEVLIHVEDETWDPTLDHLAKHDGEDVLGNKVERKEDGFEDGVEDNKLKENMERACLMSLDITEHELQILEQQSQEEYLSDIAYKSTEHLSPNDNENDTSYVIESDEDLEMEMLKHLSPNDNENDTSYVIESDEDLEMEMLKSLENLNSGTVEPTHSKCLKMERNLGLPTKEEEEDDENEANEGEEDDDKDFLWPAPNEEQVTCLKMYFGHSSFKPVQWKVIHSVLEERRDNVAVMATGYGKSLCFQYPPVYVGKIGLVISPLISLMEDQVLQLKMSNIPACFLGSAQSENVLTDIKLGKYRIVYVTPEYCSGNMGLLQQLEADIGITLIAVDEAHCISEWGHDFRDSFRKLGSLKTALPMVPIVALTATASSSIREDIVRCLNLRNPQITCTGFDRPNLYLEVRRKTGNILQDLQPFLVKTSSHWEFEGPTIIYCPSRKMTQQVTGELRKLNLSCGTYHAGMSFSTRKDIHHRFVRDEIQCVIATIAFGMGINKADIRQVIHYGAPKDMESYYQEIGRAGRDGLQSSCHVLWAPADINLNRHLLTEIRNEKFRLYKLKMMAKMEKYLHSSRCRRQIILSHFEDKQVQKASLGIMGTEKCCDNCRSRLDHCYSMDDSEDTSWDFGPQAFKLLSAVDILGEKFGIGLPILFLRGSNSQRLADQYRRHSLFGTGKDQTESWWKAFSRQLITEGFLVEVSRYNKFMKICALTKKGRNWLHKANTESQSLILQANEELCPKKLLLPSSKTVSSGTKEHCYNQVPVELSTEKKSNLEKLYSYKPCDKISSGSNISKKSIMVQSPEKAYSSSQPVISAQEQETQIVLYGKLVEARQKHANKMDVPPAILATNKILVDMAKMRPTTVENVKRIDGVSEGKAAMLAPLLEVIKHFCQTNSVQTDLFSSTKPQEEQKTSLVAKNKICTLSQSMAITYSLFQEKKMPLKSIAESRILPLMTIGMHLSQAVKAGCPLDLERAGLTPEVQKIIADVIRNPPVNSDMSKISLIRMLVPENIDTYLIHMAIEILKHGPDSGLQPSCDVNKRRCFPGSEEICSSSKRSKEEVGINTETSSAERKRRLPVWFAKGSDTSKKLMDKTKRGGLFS
#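 Fluorescence dequenching readout, ex 525 nm/em 598 nm, kinetic mode: forked duplex DNA (100 nM final) with adjacent fluorophore and quencher unwound by WRN (20 nM final) with 2 mM ATP. Compound preincubation 15 min, room temperature.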
# PLK1 PBD inh = qHTS for Inhibitors of PLK1-PDB (polo-like kinase 1 - polo-box domain): Primary Screen; Serine/threonine-protein kinase PLK1 (Homo sapiens), P53350; 2.8% of 360,000 active; Plk1 PBD binding of FITC phosphopeptide, fluorescence polarization; Potency, µM, for the others: max response, negative = inhibition, actives largely listed as inhibitors; further: potency means the concentration at half of the fitted maximal effect; series mostly up to about 57 µM; on the % scale 0 is the no-effect control and ±100 the full control effect; nearly all actives have a fitted effect of over 65% in size
# PI5P4K alpha inh = qHTS for Inhibitors of phosphatidylinositol 5-phosphate 4-kinase (PI5P4K) | PI5P4Kalpha enzyme, ADP-Glo luminescence, 60 min; stronger effect = lower value | max response, % | 1.2% of 330,000 active | AID 652105, 2013; active means max response of -50% or lower; inconclusive means between -30% and -50%; inactive means -30% or higher; further: value at the top dose of about 77 µM; on the % scale 0 is the no-effect control and ±100 the full control effect
#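 ADP-Glo luminescence end-point after a 60 min room-temperature kinase reaction. PI5P4Kalpha and substrate in HEPES pH 7.4 buffer with EGTA, 0.1% CHAPS and 5% DMSO; ATP at 5 microM final.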
# GLP1R cytotox = qHTS of GLP-1 Receptor Inverse Agonists: Cytotox Screen; HEK293 cAMP-luciferase reporter cells, luminescence, 24 h; AID 624418, 2012; 0.13% of 410,000 active; Potency, µM (highest dose often 38.3 µM), inactives show top-dose activity change, negative = inhibition, actives largely listed as inhibitors;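 further: loss of luciferase light is scored as toxicity; potency means the concentration at half of the fitted maximal effect; on the % scale 0 is the no-effect control and ±100 the full control effect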
#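 A 23 nL compound transfer followed 12 hours of cell culture at 37 deg C; exposure then lasted 24 hr. Luciferase assay detection reagent was dispensed and plates read for luminescence after a 12 min room-temperature wait.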
# DRD3 agonist = qHTS of D3 Dopamine Receptor Agonist: qHTS. D(3) dopamine receptor (Homo sapiens), P35462. AID 652048, 2013. 0.58% of 410,000 active. D3R DiscoveRx beta-arrestin cells, luminescence, 90 min. max activation, %; in the data active means max activation above about 30%; further: 0% is about no effect; mostly tested at two doses, the higher about 12 µM
#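 Agonist mode: compounds and dopamine controls were applied to plated cells for 90 min at 37 degrees C after an overnight attachment at 1500 cells/well. Luminescent read-out followed 30 - 60 minutes at room temperature with DiscoveRx detection reagent.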
# GLP1R ag = qHTS of GLP-1 Receptor Agonists. Glucagon-like peptide 1 receptor (Homo sapiens), P43220. HEK293 GLP-1R CRE-luciferase, luminescence, 4-6 h; cells express a hypersensitive GLP-1R form. Potency, µM (highest dose often 45.6 µM), for the others: at the top dose activation, hits mostly activators. 0.007% of 380,000 active. AID 624172, 2012; further: potency means the concentration at half of the fitted maximal effect; % of control where 0% means no effect
# Starred values were filed as active, the others as inactive; ? = inconclusive; · = no result given; [ ] = another dose, or the depositor's remark. Unless noted, the call rests on the fitted dose curve; in most records, active means well fitted curve in the direction sought with a large enough effect; inconclusive means small, poorly fitted or top-dose-only effect, or another doubt; inactive means no such curve, though single readings can be large; an effect the other way counts as inactive or inconclusive.
SMILES,IL-2 act,D3 antag,GLP1R inv ag,WRN inhibitor,PLK1 PBD inh,PI5P4K alpha inh,GLP1R cytotox,DRD3 agonist,GLP1R ag
O=C(CSc1nc2ccc(Cl)cc2[nH]1)N1CCN(C(=O)c2ccco2)CC1,0.0,2,13%,?,?,-65*,-15%,-1,4%
O=C(Cn1cc2c(n1)CCCC2)NCc1cccs1,0.1,-19,-29%,4%,-9%,-1,-2%,-2,7%
CC(C)N(C)c1ncnc2c1ncn2[C@H]1CN(Cc2ccc(F)cc2)C[C@@H](CO)O1,-0.4,26,26%,0%,0%,1,-4%,8,20%
COc1ccc(C(=O)NC(=S)N2CCN(c3ccccc3O)CC2)cc1,-4.7,41,?,-13%,-19%,-22,?,-8,-44%[inhibitor]
COc1cccc(CNc2ncn[nH]2)c1OCc1ccccc1F,0.0,3,19%[0.307 µM],5%,-15%,-7,-3%[0.307 µM],5,-13%
O=C(CN1C(=O)c2ccccc2S1(=O)=O)N1CCN(c2ccc(F)cc2)CC1,-1.9,7,8%,6%,-9%,4,75%[activator],-4,-5%
CCOC(=O)C1C(=O)C=C(c2ccccc2)CC1c1ccccc1 (stereo unspecified),-0.5,47,?,-5%,2%,9,3%,4,24%
Cc1ccc(Nc2nc(N)c3ccccc3n2)cc1Cl,-0.8,6,?,-8%,3%,-5,-5%,12,-3%
CC(C)(C)n1cnc2cc(NS(=O)(=O)c3ccccc3)ccc21,1.0,10,-10%,-2%,-6%,3,-5%,-3,6%
Cc1cccc(-c2nc3nc(C)cc(NC(C)c4ccccc4)n3n2)c1 (stereo unspecified),·,·,-15%,·,·,·,1%,0,29%
CCc1c(C)c2ccc(OC3CCCCC3=O)cc2oc1=O (stereo unspecified),-0.1,-7,45%[activator],-7%,-8%,-2,-2%,3,31%
CCOC(=O)CSc1nc(NC#N)nc(N(CC)CC)n1,0.1,4,14%,-12%,?,-13,-3%,3,1%
CN(C)CCCNc1nc2cc(-c3cccc(Cl)c3)sc2c(=O)n1C,-0.4,-60*,?,22%,-12%,-1,-3%,-21,11%
CCn1c(CC(=O)Nc2ccccc2C)nnc1SCC(=O)Nc1nncs1,-0.6,1,-10%,0%[57.1 µM],-6%,-2,-2%,6,9%
Cc1ccc(S(=O)(=O)N2CCN(C(=O)Cn3c(=O)oc4ccccc43)CC2)cc1,0.6,3,5%,-18%,-4%,4,17%,2,-3%
CS/C(=C\[N+](=O)[O-])Nc1ccc(F)cc1,-0.3,-22,15%,-3%,-10%,2,-17%,-9,4%
Cc1cc(Cl)c2oc(C(=O)N(C)C(C)c3ccccn3)c(C)c2c1 (stereo unspecified),-0.9,5,-29%,-3%,-4%,1,-10%,3,22%
CCn1c(NCc2ccccc2NS(=O)(=O)c2ccc(C)cc2)nc2ccccc21,-0.1,-5,?,-26%,-17%,11,-27%,-3,-5%
CCCCCCOC(=O)c1ccc(NC(=O)c2cc(OC)c(OC)c(OC)c2Br)cc1,-0.8,?,?,-18%,-13%,19,23%,-2,-2%
NS(=O)(=O)c1ccc(CNS(=O)(=O)c2ccc3ccccc3c2)cc1,-0.4,-2,33%[activator],-32%,-6%,-3,5%,-4,-31%[inhibitor]
C=CC[C@@H](CC(=O)NCCO)C(=O)NC[C@H](OC(=O)[C@@H](CC=C)Cc1ccc(F)cc1)c1ccccc1,0.6,42,?,-2%,-3%,6,-14%,22,-2%
Cc1cc(C)cc(OCC(=O)OCc2cc([N+](=O)[O-])cc3c2OCOC3)c1,0.3,6,-18%,-10%,-1%,8,-7%,-5,7%
O=C1C(Nc2ccccc2)=CC(c2ccc(O)cc2)N1c1ccccc1 (stereo unspecified),0.4,2,?,0%,-16%,0,16%,-9,-3%
CCOC(=O)c1c(NC(=O)c2cc3ccccc3c(=O)o2)sc2c1CCC(C)C2 (stereo unspecified),·,·,1%,·,·,·,1%,-4,-5%
O=S(=O)(c1ccc(Sc2nnc3ccccn23)nc1)N1CCOCC1,1.5,0,12%,-9%,-10%,1,-2%,0,-3%

# Full records, quoted from the list. Screens in order: IL-2 act | D3 antag | GLP1R inv ag | WRN inhibitor | PLK1 PBD inh | PI5P4K alpha inh | GLP1R cytotox | DRD3 agonist | GLP1R ag
# Listed for `CCOC(=O)C1C(=O)C=C(c2ccccc2)CC1c1ccccc1` (stereo unspecified) → -0.5 | 47 | ? | -5% | 2% | 9 | 3% | 4 | 24%
# Listed for `CCOC(=O)c1c(NC(=O)c2cc3ccccc3c(=O)o2)sc2c1CCC(C)C2` (stereo unspecified) → · | · | 1% | · | · | · | 1% | -4 | -5%

# (list continues)
SMILES,IL-2 act,D3 antag,GLP1R inv ag,WRN inhibitor,PLK1 PBD inh,PI5P4K alpha inh,GLP1R cytotox,DRD3 agonist,GLP1R ag
COc1ccc(-c2nc(CSCC(=O)NC3CCCc4ccccc43)c(C)o2)cc1 (stereo unspecified),-1.7,11,-2%,-5%,-3%,·,-14%,4,4%
COc1ccc(F)cc1S(=O)(=O)N1CCC2(CC1)OCCN2S(=O)(=O)c1ccccc1,-1.0,5,4%,-4%,-18%,7,2%,3,8%
Cc1cc(N/C=C/C(=O)c2ccc(Br)cc2)no1,-1.8,-12,0%,-14%,-1%,·,-25%,-12,-3%
CN(C)c1ccc(CN(CC2CCCO2)C(=O)c2cc3ccccc3o2)cc1 (stereo unspecified),-3.4,6,?,-1%,-9%,-7,16%,2,5%
O=C(NC1CCCCC1)C1CCCN(S(=O)(=O)c2ccc(Br)s2)C1 (stereo unspecified),-0.9,13,12%,16%,-9%,-3,2%,6,9%
C=CCNc1nc2cc(-c3cccc(NC(C)=O)c3)sc2c(=O)n1C,-0.5,13,21%,-7%,-2%,-2,-1%,-1,22%
O=C(NCCN1CCOCC1)c1ccc(N2CCCC2)c([N+](=O)[O-])c1,-3.8,-6,2%,1%,-20%,-12,5%,-4,7%
CCN(CC)c1nc(N)nc(NS(=O)(=O)c2ccc(Cl)cc2)n1,-1.4,33,15%,-4%,-2%,·,0%,3,2%
CCCS(=O)(=O)NCCc1csc(-c2ccc(OC)c(OC)c2)n1,-1.9,5,117%[activator],-4%,-9%,-1,1%,15,28%
NC(=O)C1CCN(CC(=O)Nc2cccc(C(=O)Nc3cccc(C(F)(F)F)c3)c2)CC1,-2.0,4,?,-1%,-1%,5,-14%,-24,16%
O=C1C2C3C=CC(CC3)C2C(=O)N1c1ccc(Cl)cc1 (stereo unspecified),-2.7,-15,?,8%,-6%,2,6%,-2,5%
CCCSc1nnc(NC(=O)Nc2ccc(F)cc2)s1,2.4,-2,?,6%,0%,-7,-28%,12,-20%
COc1ccc(C2Nc3ccccc3C(=O)N2c2ccc(C)cc2)cc1Cn1cc([N+](=O)[O-])cn1 (stereo unspecified),-2.6,24,0%,-3%,-4%,·,5%,-10,4%
CCN1CC2([N+](=O)[O-])C=CC(=O)C([N+](=O)[O-])(C1)C2CC(=O)c1ccccc1 (stereo unspecified),-2.6,-68*,1%,-36%[57.1 µM],?,-53*,-26%,1,6%
Cc1cccnc1NC(=O)CCC(=O)c1cccs1,-0.5,-10,7%,-12%,-14%,-29,20%,1,-1%
CN(Cc1ccccc1)C(=O)c1nc2ccccn2c1CNCCOc1cccnc1,0.6,-14,-3%,-1%,-16%,1,-2%,3,6%
CCOc1ncccc1C(=O)Nc1ccc(F)cc1,-0.8,5,16%,-30%,-9%,-3,-3%,3,16%
CC1CCN(C(=O)c2[nH]c(C(F)(F)F)nc2-c2ccccc2)CC1,-0.4,-69*,25%,-9%,0%,6,4%,8,-2%
CCOC(=O)c1c(C)[nH]c(C(=O)OCC(=O)N2CCc3ccccc32)c1C,0.2,26,4%,6%,1%,-1,-19%,3,-9%
COCCN(C(=O)COC(=O)CCC(=O)c1ccc(Cl)cc1)c1c(N)n(Cc2ccccc2)c(=O)[nH]c1=O,-3.0,14,21%,-21%,4%,-10,9%,12,19%
O=C(c1ccc(F)cc1F)N1CCN(S(=O)(=O)c2ccc3c(c2)OCCO3)CC1,-5.1,-3,16%,4%,0%,-2,-14%,-1,-8%

# Structural class, the entries above containing a nitro group on carbon (5)
SMILES,IL-2 act,D3 antag,GLP1R inv ag,WRN inhibitor,PLK1 PBD inh,PI5P4K alpha inh,GLP1R cytotox,DRD3 agonist,GLP1R ag
CS/C(=C\[N+](=O)[O-])Nc1ccc(F)cc1,-0.3,-22,15%,-3%,-10%,2,-17%,-9,4%
Cc1cc(C)cc(OCC(=O)OCc2cc([N+](=O)[O-])cc3c2OCOC3)c1,0.3,6,-18%,-10%,-1%,8,-7%,-5,7%
O=C(NCCN1CCOCC1)c1ccc(N2CCCC2)c([N+](=O)[O-])c1,-3.8,-6,2%,1%,-20%,-12,5%,-4,7%
COc1ccc(C2Nc3ccccc3C(=O)N2c2ccc(C)cc2)cc1Cn1cc([N+](=O)[O-])cn1 (stereo unspecified),-2.6,24,0%,-3%,-4%,·,5%,-10,4%
CCN1CC2([N+](=O)[O-])C=CC(=O)C([N+](=O)[O-])(C1)C2CC(=O)c1ccccc1 (stereo unspecified),-2.6,-68*,1%,-36%[57.1 µM],?,-53*,-26%,1,6%
